Bioassay records (PubChem BioAssay)
V1aR counter = counter-screen for oxytocin receptor agonists: human V1a receptor agonists. CHO-V1R cells, Fluo-8 calcium fluorescence, agonist mode; 0% DMSO, 100% 3 nM vasopressin. activation, % at 3 µM. hit rate 0.25% among 320,000;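 active means activation above the mean activation of all tested compounds plus 3 SD, per screening run, cut at about 20% in these data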;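 further: signal is peak over basal fluorescence ratio across a 100 second FLIPR read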
NALP1 inh = inhibitors of NALP1 inflammasome in yeast; S. cerevisiae NALP1/ASC/caspase-1 growth, X-gal OD620, 72 h; hit rate 0.61% among 280,000; inhibition, % at 10 µM; in the data active means inhibition mostly above about 24%, no sharp cut-off; inactive means mostly below about 32%; further: some compounds called inactive have numbers as strong as hits
GPR7 antag = antagonists of human GPR7 (neuropeptides B/W receptor 1); inhibition, % at 4.4 µM; AID 1861; GPR7-expressing cells, fluorescence antagonist assay; hit rate 1.1% among 290,000; P48145; in the data active means inhibition above about 16%, passing the limit was not always enough;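 further: cells stimulated with the agonist NPW; 0% = agonist with vehicle and 100% = vehicle without agonist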
Target sequence (P48145 whole entry, looked up): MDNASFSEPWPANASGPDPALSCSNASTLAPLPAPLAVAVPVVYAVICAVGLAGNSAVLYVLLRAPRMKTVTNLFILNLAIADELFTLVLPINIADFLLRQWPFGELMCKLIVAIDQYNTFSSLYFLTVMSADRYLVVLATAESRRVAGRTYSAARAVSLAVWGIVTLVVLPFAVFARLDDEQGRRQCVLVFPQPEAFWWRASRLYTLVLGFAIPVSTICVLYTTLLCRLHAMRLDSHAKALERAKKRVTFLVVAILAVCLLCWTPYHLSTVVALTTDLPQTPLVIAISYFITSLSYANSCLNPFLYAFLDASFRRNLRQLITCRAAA
MEKK3 PB1 HTS = MEKK3-MEK5 PB1 interaction, increase or decrease; binding response (% of control), % at 10 µM; hit rate 1.4% among 290,000; bead-based flow cytometry, Alexa488-MEK5 binding to MEKK3; actives lie on both sides; 0 = blocked by unlabeled MEK5, 100 = vehicle;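 active means binding response more than 3 SD above or below the average of its plate-row segment, actives on both sides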;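 further: Alexa488 bead fluorescence after subtracting the streptavidin-only scavenger bead signal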
Target sequence (Q99759 whole entry, looked up): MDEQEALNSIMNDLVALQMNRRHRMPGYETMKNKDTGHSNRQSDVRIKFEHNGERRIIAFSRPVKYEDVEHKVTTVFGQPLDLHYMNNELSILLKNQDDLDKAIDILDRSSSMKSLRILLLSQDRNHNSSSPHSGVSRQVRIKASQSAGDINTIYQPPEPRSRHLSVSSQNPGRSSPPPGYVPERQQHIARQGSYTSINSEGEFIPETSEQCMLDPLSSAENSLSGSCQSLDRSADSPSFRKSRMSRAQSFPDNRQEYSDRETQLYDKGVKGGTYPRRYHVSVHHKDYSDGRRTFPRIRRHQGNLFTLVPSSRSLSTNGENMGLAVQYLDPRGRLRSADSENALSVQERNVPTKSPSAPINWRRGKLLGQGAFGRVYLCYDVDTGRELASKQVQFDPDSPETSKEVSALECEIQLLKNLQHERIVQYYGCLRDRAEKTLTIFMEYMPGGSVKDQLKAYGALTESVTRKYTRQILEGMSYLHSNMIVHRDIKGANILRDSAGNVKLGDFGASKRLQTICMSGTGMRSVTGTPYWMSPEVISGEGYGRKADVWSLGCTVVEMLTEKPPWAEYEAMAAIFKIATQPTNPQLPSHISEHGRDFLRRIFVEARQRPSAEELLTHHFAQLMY
GalR3 antag = human GalR3 antagonism; O60755; HEK293 GalR3-CNG cAMP membrane potential fluorescence; galR3 body fused to GalR1 C-terminus; inhibition, % at 3 µM; hit rate 0.44% among 360,000; AID 651719;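 active means inhibition above the screen-wide average plus 3 SD, cut at about 13% in these data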;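 further: forskolin and galanin both at EC90 stimulate the cells; cAMP rise reported by CNG channel membrane potential dye signal; 0% = forskolin plus galanin with DMSO and 100% = forskolin alone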
PHOSPHO1 inh = PHOSPHO1 (human) inhibition | hit rate 1.1% among 290,000 | inhibition, % at 13.3 µM | Q8TCT1 | recombinant PHOSPHO1, absorbance phosphatase assay; in the data active means inhibition above about 60%
OXTR ag = agonists of human oxytocin receptor; CHO-OTR cells, Fluo-8 calcium fluorescence; normalized: DMSO 0%, oxytocin 100%; hit rate 0.32% among 320,000; P30559; activation, % at 3 µM;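 active means activation above the mean of all tested compounds plus 3 SD, cutoff set per screening run, cut at about 20% in these data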;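 further: peak over basal fluorescence ratio from a 100 s FLIPR kinetic read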
MEKK2wt PB1 HTS = raises or lowers MEK5 binding to wildtype human MEKK2 PB1 domain; Q9Y2U5; bead flow cytometry, Alexa488-MEK5 binding to MEKK2 WT; actives lie on both sides; binding response (% of control), % at 10 µM; hit rate 1.1% among 290,000; AID 1531; in the data active means binding response below about 67% or above about 130%
MEKK2 mut-MEK5 = signal of MEK5 binding to mutant human MEKK2 PB1 domain; bead flow cytometry, Alexa488-MEK5 binding to MEKK2 mutant; percent response, % at 10 µM; hit rate 0.35% among 290,000; AID 1530; in the data active means percent response above about 24%, passing the limit was not always enough; further: inactives centre near 1; some results filed as inactive read as strong as hits; reference of the scale not given here
Active calls of the source: *; · = not tested or not shown; [ ] = dose if it differs, or a comment.

SMILES	V1aR counter	NALP1 inh	GPR7 antag	MEKK3 PB1 HTS	GalR3 antag	PHOSPHO1 inh	OXTR ag	MEKK2wt PB1 HTS	MEKK2 mut-MEK5
CC(C)N(C(=O)c1nn(C)c2c1CSc1ccccc1-2)C1CCCCC1	-0.7	3.5	-11.6	104.0	-6.5	7.5	-1.2	100.0	1.0
Cc1ccccc1OCC(O)CN1CCN(CC(O)COc2ccccc2C)CC1 (configuration not stated)	2.9	18.9	-5.8	99.0	-9.7	2.2	10.9	107.0	6.0
CCOc1cc(/C=N/NC(=O)C(OC)c2ccccc2)ccc1O (configuration not stated)	0.4	4.6	-15.9	104.0	-1.6	-20.6	1.3	103.0	4.0
CC1SCC(NC(=O)c2ccc(Cl)cc2)CS1 (configuration not stated)	0.9	-2.6	-7.8	78.0	-2.0	16.0	-2.7	81.0	-21.0
C1=C(c2ccccc2)Nc2nnnn2C1c1cccs1 (configuration not stated)	0.8	7.3	-6.6	99.0	-5.2	11.4	1.3	103.0	1.0
Cc1nn(C)c(C)c1NC(=O)c1cnn2c(C(F)F)cc(-c3ccccc3)nc12	0.1	-7.8	-5.8	98.0	·	-3.4	-0.4	95.0	-6.0
CC1(C)NC(C)(C)C(O)(C(N)=O)C1=O (configuration not stated)	0.8	19.4	3.8	100.0	-1.2	15.3	1.8	105.0	0.0
NCCS(=O)(=O)O	0.8	·	·	94.0	·	·	0.7	96.0	1.0
COc1ccc(/C=C2\SC(N3CCCCC3)=NC2=O)cc1	-0.6	-12.9	22.2	89.0	-9.2	29.2	-1.7	85.0	-9.0
O=C(Nc1ncccc1O)c1ccc(Oc2ccccc2)cc1	0.5	43.4*	35.2*	91.0	-8.5	46.9	-1.2	92.0	-11.0
CCN(CC)CCn1c(N)nc2ccccc21	0.0	·	-0.4	103.0	-6.0	3.3	0.3	102.0	2.0
c1ccc(C(c2ccccc2)c2noc(CN3CCN(C4CCCC4)CC3)n2)cc1	-0.4	12.9	2.3	108.0	-2.9	34.5	0.0	111.0	0.0
CCc1nc2cccnc2n1-c1ccc(C(=O)O)cc1	·	-0.7	-5.9	93.0	-11.8	35.1	·	100.0	2.0
COc1ccc(N2CCCC2)c(NC(=O)c2ccc([N+](=O)[O-])o2)c1	-0.3	4.8	-11.5	103.0	-9.1	43.3	-1.0	107.0	6.0
COc1ccccc1-n1nnnc1SCC(=O)N(CC(C)C)C1CCS(=O)(=O)C1 (configuration not stated)	·	-7.4	-8.5	103.0	-1.7	17.0	·	108.0	3.0
NS(=O)(=O)c1ccc(NC(=S)Nc2ccc(OCc3ccccc3)cc2)cc1	0.5	18.8	-12.3	100.0	-4.2	4.7	0.8	100.0	3.0
CC1C(=O)Nc2ccccc2N1C(=O)C1CC1 (configuration not stated)	1.3	-5.0	-7.3	83.0	-5.4	4.6	0.1	89.0	-13.0
CCOc1ccc(NC(=O)c2ccncc2)cc1	-0.2	-2.7	-17.5	99.0	-3.0	2.8	-1.8	101.0	0.0
CCN(CC)S(=O)(=O)c1ccc2c(c1)NC(=O)C1CCCN21 (configuration not stated)	1.1	-0.7	-12.7	103.0	-7.0	30.8	0.3	103.0	3.0
Clc1ccc(Cl)c(-c2nn3c(COc4ccccc4)nnc3s2)c1	-0.5	-2.8	-13.0	100.0	-2.2	51.6	-1.3	97.0	4.0

Among those listed so far, two have a Cl atom:
SMILES	V1aR counter	NALP1 inh	GPR7 antag	MEKK3 PB1 HTS	GalR3 antag	PHOSPHO1 inh	OXTR ag	MEKK2wt PB1 HTS	MEKK2 mut-MEK5
CC1SCC(NC(=O)c2ccc(Cl)cc2)CS1 (configuration not stated)	0.9	-2.6	-7.8	78.0	-2.0	16.0	-2.7	81.0	-21.0
Clc1ccc(Cl)c(-c2nn3c(COc4ccccc4)nnc3s2)c1	-0.5	-2.8	-13.0	100.0	-2.2	51.6	-1.3	97.0	4.0

(next part)
SMILES	V1aR counter	NALP1 inh	GPR7 antag	MEKK3 PB1 HTS	GalR3 antag	PHOSPHO1 inh	OXTR ag	MEKK2wt PB1 HTS	MEKK2 mut-MEK5
CCCCN(C)CCCNC(=O)c1cccc(N2CCCC2=O)c1	1.5	-4.3	-10.5	103.0	-2.3	-1.7	-0.5	107.0	4.0
C=CCc1cc(C)ccc1OCCOCCC(C(=O)OCC)C(=O)OCC	1.2	30.7	-14.0	107.0	1.9	-3.3	-0.6	107.0	2.0
CCOC(=O)N1CCN(C(=O)c2ccc(NC(C)=O)cc2)CC1	0.9	1.9	1.0	97.0	-1.7	36.6	-1.3	100.0	0.0
COc1cccc(NC(=O)CCP(C)(=O)O)c1	1.0	9.7	-3.6	102.0	2.6	4.6	-0.1	102.0	6.0
Cc1ccc(C(C)C)cc1S(=O)(=O)Nc1cccnc1	2.0	7.3	-0.4	84.0	-9.3	44.1	0.7	96.0	-2.0
COc1cccc(/C=C2\SC(=O)N(CCC(=O)NNC(=O)c3ccccc3Cl)C2=O)c1	8.5	23.4	-9.6	111.0	-7.5	1.1	11.7	102.0	-1.0
COc1ccc(CC(=O)n2nc(-c3ccccc3)nc2NCc2ccco2)cc1	0.0	-6.0	-7.6	·	-5.0	13.8	1.4	·	·
Cc1c(C(=O)N/N=C/c2cccs2)nc2ccccn12	4.2	12.4	-0.1	102.0	-2.0	-6.0	-0.9	104.0	20.0
CCCC(=O)NC(c1ccco1)c1c(O)ccc2ccccc12 (configuration not stated)	2.4	37.9	-3.9	104.0	-6.5	0.1	-0.4	97.0	-2.0
Cc1ccc(-c2n[nH]c(=O)c3ccccc23)cc1S(N)(=O)=O	-0.7	5.2	-14.2	98.0	-3.0	-2.7	-0.3	98.0	2.0
COc1ccc(CCn2c(=N)c(C(=O)NCC3CCCO3)cc3c(=O)n4ccccc4nc32)cc1OC (configuration not stated)	0.0	17.8	-0.6	98.0	3.7	29.0	0.3	97.0	-6.0
Cc1c(NC(=O)c2cnc(Cl)c(Cl)c2)c(=O)n(-c2ccccc2)n1C	-0.3	25.5	23.1	50.0*[inhibitor]	-8.7	22.5	0.0	46.0*[inhibitor]	-19.0
CC(NC(=O)c1cccs1)C(S)c1ccccc1 (configuration not stated)	1.1	1.7	-6.3	98.0	-4.2	29.0	0.6	95.0	-2.0
COc1ccc(N(C(=O)c2cccnc2)S(=O)(=O)c2ccc3c4c(cccc24)C(=O)N3C)cc1	0.1	20.4	-2.0	104.0	-1.8	-15.9	-0.1	102.0	1.0
COc1ccc2c(c1)OC(O)(C(F)(F)F)CC2=O (configuration not stated)	0.3	1.8	-0.4	111.0	-3.9	27.1	0.7	105.0	4.0
CC1C(=O)Nc2ccccc2N1C(=O)c1ccc(F)cc1F (configuration not stated)	0.5	6.4	-4.8	105.0	1.9	13.7	0.3	110.0	9.0
CC(C(=O)NCC1CCCO1)N(C(=O)c1snc(C(N)=O)c1N)c1ccccc1 (configuration not stated)	-0.1	4.2	-11.0	90.0	-6.8	17.3	-0.7	93.0	-9.0
CC(c1ccccc1)N1C(=O)C2C3CCC(C3)C2C1=O (configuration not stated)	0.5	14.3	2.5	98.0	0.2	-49.6	-0.7	111.0	10.0
CC12CCC(C(=O)Nc3ccncc3)(CC1O)C2(C)C (configuration not stated)	1.8	·	-8.7	103.0	-5.9	-15.8	-0.4	103.0	4.0
CC(C)OC(=O)CC1C(=O)NCCN1C(=S)NC(=O)c1ccccc1 (configuration not stated)	0.2	12.8	-8.3	102.0	-6.4	11.9	-0.4	102.0	1.0

Among those listed so far, three contain a furan ring, fused or not.
SMILES	V1aR counter	NALP1 inh	GPR7 antag	MEKK3 PB1 HTS	GalR3 antag	PHOSPHO1 inh	OXTR ag	MEKK2wt PB1 HTS	MEKK2 mut-MEK5
COc1ccc(N2CCCC2)c(NC(=O)c2ccc([N+](=O)[O-])o2)c1	-0.3	4.8	-11.5	103.0	-9.1	43.3	-1.0	107.0	6.0
COc1ccc(CC(=O)n2nc(-c3ccccc3)nc2NCc2ccco2)cc1	0.0	-6.0	-7.6	·	-5.0	13.8	1.4	·	·
CCCC(=O)NC(c1ccco1)c1c(O)ccc2ccccc12 (configuration not stated)	2.4	37.9	-3.9	104.0	-6.5	0.1	-0.4	97.0	-2.0

(cont.)
SMILES	V1aR counter	NALP1 inh	GPR7 antag	MEKK3 PB1 HTS	GalR3 antag	PHOSPHO1 inh	OXTR ag	MEKK2wt PB1 HTS	MEKK2 mut-MEK5
CC(=O)Nc1cc(-c2nn3c(C)nnc3s2)ccc1C	-0.7	-15.8	-17.6	104.0	-0.1	19.5	0.4	106.0	5.0
Cc1cc(C)n(CC(=O)NC2CCCN(Cc3ccc(Cl)cc3)C2)n1 (configuration not stated)	0.4	-17.8	10.2	95.0	0.9	48.8	0.1	97.0	-2.0
O=C(CCSc1ccccc1)Nc1nc2c(s1)CCCC2	-1.2	17.0	7.5	104.0	-4.8	3.2	-1.1	115.0	17.0
Cc1cccc(-c2noc(Cc3ccccc3)n2)c1	-0.7	9.3	-12.9	95.0	-2.5	1.4	-0.9	98.0	0.0
Cc1cccc(NC(=O)CCC(=O)N/N=C/c2ccco2)c1C	-0.7	9.3	-9.3	98.0	2.4	4.5	0.0	97.0	-1.0
CCOc1ccc(OCCSc2nc3ccccc3o2)cc1	0.3	46.1	2.7	104.0	-0.4	10.7	-1.9	105.0	7.0
CCN(CC)CCn1cnc2c1c(=O)[nH]c(=O)n2Cc1ccccc1	-0.1	5.4	-8.0	102.0	-4.9	-1.4	-0.1	104.0	3.0
O=C1CN(CC(=O)N2CCCCC2)c2ccccc2O1	0.0	-6.0	-11.8	89.0	-3.4	4.6	-0.3	97.0	-9.0
C=CC(=O)N1C/C=C\C(c2ccc(OC)cc2)N(Cc2ccc(F)cc2)C(=O)C1 (configuration not stated)	·	·	·	101.0	-2.3	-7.5	·	85.0	1.0
O=C(Cc1cccc2ccccc12)Nc1ccc(-c2cc3ccccc3oc2=O)cc1	1.7	40.8	-8.2	92.0	6.7	-14.0	1.6	87.0	0.0
Cc1cccc(NC(=S)N2CCN(c3cc(C)ccc3C)CC2)c1	-0.5	5.5	6.6	102.0	-4.2	-2.8	-1.6	105.0	-1.0
COc1cc(OC)cc(C(=O)N2CCN(Cc3ccccc3[N+](=O)[O-])CC2)c1	0.1	12.0	-1.3	98.0	2.1	32.2	-0.1	94.0	-7.0
COc1ccc(OC)c(-c2nc(CN3CCCCC3c3cccnc3)c(C)o2)c1 (configuration not stated)	0.2	3.9	-1.0	90.0	-2.2	27.9	-1.3	89.0	-9.0
CCCCSCCCNC(=O)Nc1cccc(OC)c1	3.9	40.1*	-13.3	105.0	-2.1	9.4	2.6	103.0	5.0
CC1C=Cc2ccccc2N1C(=O)c1ccccc1 (configuration not stated)	-0.9	5.3	-2.8	102.0	-12.0	18.4	-1.6	100.0	4.0
S=c1[nH]nc(-c2ccc(Cl)cc2)n1CC1CCCO1 (configuration not stated)	0.3	-40.2	-4.8	106.0	-4.5	90.4*	-0.8	106.0	6.0
C/C(=C1\SC(N2CCOCC2)=NC1=O)c1ccccc1	-0.5	-2.1	-5.2	103.0	-6.2	-33.3	0.3	101.0	1.0

Entries of single compounds as entered above. Order of values: V1aR counter | NALP1 inh | GPR7 antag | MEKK3 PB1 HTS | GalR3 antag | PHOSPHO1 inh | OXTR ag | MEKK2wt PB1 HTS | MEKK2 mut-MEK5
`S=c1[nH]nc(-c2ccc(Cl)cc2)n1CC1CCCO1` (configuration not stated) as listed: 0.3 | -40.2 | -4.8 | 106.0 | -4.5 | 90.4* | -0.8 | 106.0 | 6.0
`COc1cc(OC)cc(C(=O)N2CCN(Cc3ccccc3[N+](=O)[O-])CC2)c1` as listed: 0.1 | 12.0 | -1.3 | 98.0 | 2.1 | 32.2 | -0.1 | 94.0 | -7.0
